From PubChem
GDH-TPI counter: counter-screen for M. tuberculosis FBA inhibitors: GDH-TPI coupled enzymes. GDH-TPI coupled enzyme counterscreen, NADH absorbance. inhibition, % at 4.8 µM. actives 1.2% (n = 360,000). AID 588335; in the data active means inhibition above about 30%;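 further: 0% = DMSO wells and 100% = wells lacking the enzyme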
Yp Topo-I inh: Y. pestis Topo-I inhibition via cleavage products. Y. pestis Topo-I cleavage product accumulation, plate reader. activity, % at 10 µM. actives 0.064% (n = 360,000); in the data active means activity above about 50%, passing the limit was not always enough; further: inactives centre near 2
FadD28 FP inh: blocks FadD28 binding to the bisubstrate probe. fluorescence polarization. inhibition, % at 12.5 µM. actives 0.22% (n = 360,000). AID 588549; in the data active means inhibition above about 8.5%, passing the limit was not always enough
BH1578 lux ind: inducers of Vibrio cholerae quorum light production without autoinducers. activation, % at 18.7 µM. actives 0.16% (n = 350,000). V. cholerae BH1578 lux reporter, luminescence, 6 h; in the data active means activation mostly above about 9.7%, no sharp cut-off; further: not every result past the cut was called active; inactives centre near 0; reference of the scale not given here
Mtb UGM inh: inhibitors of M. tuberculosis UDP-galactopyranose mutase; inhibition, % at 10 µM; actives 0.06% (n = 320,000); P9WIQ1; purified UGM, fluorescence polarization probe displacement; in the data active means inhibition above about 10%, passing the limit was not always enough
TcdB inh: blocks C. difficile toxin B glycohydrolase activity. AID 652162. inhibition, % at 9.99 µM. TcdB glycohydrolase enzymatic assay, plate reader. actives 0.24% (n = 350,000). P18177; in the data active means inhibition above about 10%
BioA inh: blocks M. tuberculosis BioA enzyme activity. purified M. tuberculosis BioA enzyme, plate reader. inhibition, % at 9.99 µM. actives 0.096% (n = 360,000). AID 602481; in the data active means inhibition above about 40%
PfHsp40 rescue: restores yeast growth despite PfHsp40 toxicity; S. cerevisiae expressing PfHsp40, growth rescue, ATP luminescence; actives 0.68% (n = 340,000); AID 504582; growth rescue, % at 12.5 µM; in the data active means growth rescue above about 28%, passing the limit was not always enough;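 further: yeast W303a lacking pdr1 and pdr3 grown in galactose medium; growth measured after three days at 30 °C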
FBA Mtb inh: inhibitors of M. tuberculosis fructose-bisphosphate aldolase; P9WQA3; purified M. tuberculosis FBA, fluorescence read-out; actives 2.3% (n = 360,000); inhibition, % at 1 µM; in the data active means inhibition above about 27%;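 further: 0% = vehicle and 100% = reference inhibitor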
The depositor's hits bear a star; i = inactive; . = no result given; + = active, no number.

SMILES	GDH-TPI counter	Yp Topo-I inh	FadD28 FP inh	BH1578 lux ind	Mtb UGM inh	TcdB inh	BioA inh	PfHsp40 rescue	FBA Mtb inh
CC1=NN(C(N)=S)C(=O)C1N=Nc1cccc(C(=O)O)c1 (configuration not stated)	24	-2	-0.9	-0.4	1.7	1.2	-1.1	-1.4	-4
CCOC(=O)[C@@H]1C(c2c(OC)cc(OC)cc2OC)=NO[C@@H]1C(=O)OCC	-2	-8	-1.9	-0.2	-0.7	.	.	-0.9	2
O=C(O)c1ccc(OCC(O)Cn2c3ccccc3c3ccccc32)cc1 (configuration not stated)	20	10	-1.5	-0.6	-0.6	0.5	-2.3	1.6	-1
COc1cccc(CNS(=O)(=O)/C=C/c2ccc3c(c2)OCO3)c1	2	9	0.5	i	-0.9	.	-0.5	1.1	3
Cc1ccc(NC(=O)CCNS(=O)(=O)c2cccc3nsnc23)cc1F	-10	-6	-1.9	-0.3	-1.0	1.6	.	-0.8	-1
N#CC(C(=O)NC1CCCCC1)=C1CCCCC1	5	3	-2.2	-1.9	0.1	.	.	-1.4	-5
Cc1nnsc1C(=O)N1CCN(c2cc(C(F)(F)F)ccn2)CC1	10	-1	-2.8	-0.7	-1.5	0.4	0.2	0.0	1
O=c1[nH]c(=S)[nH]c2c1C(c1cc([N+](=O)[O-])c(N3CCOCC3)cc1N1CCOCC1)O2 (configuration not stated)	8	-2	-2.4	-0.5	0.3	0.3	.	-0.5	-2
Cc1ccccc1NC(=O)/C=C1\SC(=O)NC1=O	7	8	-1.3	-0.8	-0.1	1.9	.	0.7	-2
O=c1c2ccccc2c(C=NCc2ccccn2)c(O)n1-c1ccccc1	2	-6	-0.9	i	1.9	-13	0.8	-0.7	2
Cc1cc(C)cc(NC(=O)COc2ccc(C(=S)N3CCOCC3)cc2)c1	-3	7	-2.0	-0.6	0.1	0.8	.	-0.6	-1
O=C1c2ccccc2/C(=C\C#Cc2ccccn2)N1c1ccccc1	20	4	-5.0	-3.0	0.9	1.2	-1.5	-1.0	3
O=C(NCCC(=O)N1CCN(c2ccccn2)CC1)c1ccc([N+](=O)[O-])cc1	-2	-1	-3.9	0.0	-1.2	1.4	0.9	0.3	-1
COc1cc(C(=O)N2CCC(NC(=O)C(Cc3ccccc3C)NC(C)=O)CC2)cc(OC)c1OC (configuration not stated)	-4	3	-2.0	2.2	7.9	.	.	-1.1	2
CC1CCN(CCCNc2cc(NCCO)c([N+](=O)[O-])c3nonc23)CC1	21	-3	0.1	-0.5	0.0	1.7	-2.8	0.3	-1
CCN(c1ccccc1)S(=O)(=O)c1cccc(C(=O)NCCOc2ccccc2OC)c1	-4	9	-3.5	-0.4	.	0.5	0.1	2.4	0
CC12/C(=N/O)C3C4CC5C3/C(=N/O)C1C5C42 (configuration not stated)	2	2	-0.4	-0.4	-0.5	0.5	-0.2	3.3	-2
CN(C)C(=O)C1C2NC(=S)N(c3ccc(Cl)cc3)C1(C)Oc1ccc(Cl)cc12 (configuration not stated)	5	-3	-1.3	i	1.3	1.9	0.7	-0.9	2
Clc1ccccc1NC1=NCCCS1	-15	-9	-2.6	-0.3	3.9	0.3	0.3	-0.3	-7
CC(=O)N(C)Cc1ccc(C(=O)CSc2nnc(C3CC3)n2C2CC2)cc1	1	1	0.7	i	-1.2	-7.3	-0.6	1.2	4
Cc1cc(=O)oc2cc(NC(=O)CC3(CC(=O)O)CCCC3)ccc12	20	1	-2.2	i	1.4	0.2	1.5	-0.7	+
COc1ccc(CCN2CC(C(=O)Nc3nnc(Cc4ccccc4)s3)CC2=O)cc1OC (configuration not stated)	-12	31	-1.1	i	1.2	1.2	-0.9	0.0	4
CC(Oc1ccc([N+](=O)[O-])cc1Cl)C(=O)Nc1ccc(C(N)=O)cc1 (configuration not stated)	14	12	0.0	-0.4	0.6	-0.2	.	-1.1	0
O=C(CSc1ccc(Br)cc1)N1CCOCC1	1	6	-0.2	-7.7	0.1	0.6	-0.8	-1.9	6
Cc1ccc(C)c(OCCSc2nnc(C)c(=O)[nH]2)c1	-3	7	-3.8	-0.4	1.6	-0.8	.	-0.5	0
COc1cc(/C=C2\C(=O)N(CCC#N)N=C2C)c(Br)cc1OC(C)C	-2	1	-5.8	i	-0.3	.	-0.2	-0.1	-6
CCOC(=O)c1sc2nc(N3CCOCC3)c3c(c2c1N)CC(C)(C)N(C)C3	11	-12	-2.4	i	8.0	.	-0.6	0.8	59*
O=C(O)CCNC(=O)CCCn1nnc2ccccc2c1=O	4	4	-5.4	0.4	1.5	1.3	-0.8	-1.0	2
CCOC(=O)c1ccc[n+](CC(=O)Nc2ccccc2OC(F)F)c1	5	-10	-0.6	-2.6	-2.8	1.4	.	-0.5	7
Cc1ccc(C)c(Nc2cc(C)nc(-c3ccccc3O)n2)c1	9	0	-1.4	-0.5	-4.6	0.8	-1.3	1.3	5
CN(C)/C(=N\O)c1c(Cl)cccc1Cl	3	1	-0.8	i	-0.6	0.1	.	-0.8	-1
C[C@@H]1CC=C[C@H]2[C@H]1C(=O)N(Cc1ccccc1)[C@H]2c1ccc(-c2ccc(N(C)C)cc2)cc1F	20	16	-2.4	i	-1.1	-0.3	-2.6	-0.5	12
CC(=O)Nc1ccc(C(=O)OCC(=O)NC(=O)NC2CCCCC2)cc1	-2	-6	-3.2	-0.6	-1.3	.	-1.7	0.5	1
Cc1ccc(C(=O)COC(=O)c2ccco2)cc1C	-6	2	-2.3	i	0.8	2.0	0.5	-1.1	2
COc1ccc(NS(=O)(=O)c2cccc3cccnc23)cc1Cl	-1	4	.	i	1.7	0.3	1.6	-1.3	0
CC(=O)c1cccc(OCC(=O)Nc2cccc(C(=O)Nc3c(C)n(C)n(-c4ccccc4)c3=O)c2)c1	-3	21	-1.7	-1.9	-2.9	0.8	1.4	0.2	-1

3 records picked at random from those above, as already listed:
SMILES	GDH-TPI counter	Yp Topo-I inh	FadD28 FP inh	BH1578 lux ind	Mtb UGM inh	TcdB inh	BioA inh	PfHsp40 rescue	FBA Mtb inh
Cc1ccc(C)c(OCCSc2nnc(C)c(=O)[nH]2)c1	-3	7	-3.8	-0.4	1.6	-0.8	.	-0.5	0
Cc1ccccc1NC(=O)/C=C1\SC(=O)NC1=O	7	8	-1.3	-0.8	-0.1	1.9	.	0.7	-2
CN(C)C(=O)C1C2NC(=S)N(c3ccc(Cl)cc3)C1(C)Oc1ccc(Cl)cc12 (configuration not stated)	5	-3	-1.3	i	1.3	1.9	0.7	-0.9	2

Next part:
SMILES	GDH-TPI counter	Yp Topo-I inh	FadD28 FP inh	BH1578 lux ind	Mtb UGM inh	TcdB inh	BioA inh	PfHsp40 rescue	FBA Mtb inh
Cc1ccc(OCCn2ccnc2)c(C)c1	-7	-16	-1.9	-0.9	-2.8	1.6	0.1	-0.2	-3
CCCn1c(SCC(=O)NNC(=O)c2ccccc2)nnc1-c1cccnc1	10	4	-1.3	-3.2	3.3	-0.8	.	0.1	4
NC(=O)C1CCN(C(=O)CSc2ccccn2)CC1	-7	1	-2.0	-0.5	-2.4	.	-0.9	0.9	-1
CCS(=O)(=O)C(=C(Nc1ccc(OC)cc1)Nc1ccc(OC)cc1)S(=O)(=O)CC	12	3	-0.4	-0.2	-3.5	.	1.1	-0.9	-1
O=C(CCNS(=O)(=O)c1ccccc1C(F)(F)F)NCCCSc1ccccc1	-1	3	-1.6	1.0	2.1	-0.9	0.3	-0.6	4
c1ccc2c(c1)nnn2-c1ccncc1	-4	-5	-2.5	i	.	-0.1	-0.5	.	3
Cc1nc2cc(NC(=O)C3(C)CCCN(C(C)C)C3)ccc2o1 (configuration not stated)	8	-1	-2.7	-0.4	.	1.1	1.0	.	3
CCC(C)c1ccc2oc(-c3ccc(NC(=O)c4ncn[nH]4)cc3)nc2c1 (configuration not stated)	31*	18	-4.4	-1.8	-1.5	.	-0.6	-1.1	4
CCOC(=O)c1sc(N/N=C/c2ccccc2)nc1C	9	6	-0.9	-0.7	-2.2	.	.	0.4	2
CCN(CC)c1ccc(S(=O)(=O)N2CCOCC2)cc1NC(=O)COC(=O)c1cccnc1SC	6	10	-0.5	i	6.7	2.2	0.4	3.6	-1
CCN1CCN(C(c2ccc(C(F)(F)F)cc2)c2ccc3cccnc3c2O)CC1 (configuration not stated)	3	-4	-0.5	0.8	-1.7	-0.1	-0.3	60*	2
CCn1cc(C(=O)O)c(=O)c2cnc(N3CCN(C(=S)NC(=O)c4ccc(Cl)cc4Cl)CC3)nc21	-8	-2	-3.4	0.1	-1.4	-1.0	-0.2	0.7	-1
Cc1ccc(-n2ncc3c(=O)[nH]c(SCC(=O)N4CCC(C)CC4)nc32)cc1C	2	0	-3.1	-0.3	.	-0.7	0.5	2.0	4
CCc1cccc(NC(=O)c2ccc(Br)o2)c1	-1	-1	-3.0	-0.3	1.7	.	-2.4	4.5	5
CCn1c(=O)cc(SCC(=O)N2CCN(C)CC2)c2ccccc21	15	5	-2.5	-0.6	0.1	.	0.1	4.4	5
Nc1scc[n+]1Cc1cccc2cccnc12	14	3	2.5	i	0.9	0.9	-1.0	-1.0	-2
COC(=O)C1=C(c2cccc(C#N)c2)C[C@@H]2CC[C@H]1N2C(=O)NCC1CC1	5	-3	-0.6	3.2	-1.2	1.1	0.1	-1.8	2
CCOc1ccc(NC(=O)CCCn2c(=S)[nH]c3ccsc3c2=O)cc1	4	-2	-0.6	-0.5	-1.3	0.4	.	0.8	-2
CN1CCN(C(=S)Nc2ccc(Cl)cc2Cl)CC1	5	-1	-2.6	i	2.1	.	-0.1	-1.8	2
Cc1ccc2c(c1)N(CC(=O)N1CCCCC1C)C(=O)CO2 (configuration not stated)	1	-8	-4.4	-0.1	-1.4	8.6	-0.4	-1.1	1
COc1cccc(CNC(=O)CN2C(=O)CSc3ccc(S(=O)(=O)N4CCCC4)cc32)c1	-4	-5	-0.9	i	-0.3	1.7	.	0.0	4
Cc1ccc(CN2C(=O)CCC2C(=O)NCCCN2CCOCC2)cc1 (configuration not stated)	-3	2	-2.8	5.0	-0.2	.	-1.6	-1.1	2
c1cncc(CNc2ncnc3ccc(-c4cccnc4)cc23)c1	6	2	-4.5	-1.4	-1.6	-1.2	16	-1.9	5
CC(C)[C@H](NC(=O)c1ccc(Cl)cc1)C(=O)Nc1cccc(S(=O)(=O)N2CCOCC2)c1	-4	16	-4.8	i	.	-0.6	-1.3	.	-3
COc1ccc([C@H]2CC(=O)C=C(c3cc(Br)ccc3OC)C2)cc1	-9	1	1.3	-4.5	-2.0	0.4	2.6	-0.1	2
Cc1ccc(C(=O)OCC(=O)c2ccc(CC(=O)N3CCOCC3)s2)c(C)c1	3	8	-2.0	0.0	.	1.2	0.5	0.6	-4
CCCCc1cc(=O)oc2cc(OCC(=O)Nc3cccnc3)c(Cl)cc12	0	3	-2.1	i	0.4	1.3	2.2	-0.2	-1
Cc1nn(C)cc1NC(=O)Cn1nc(C(F)(F)F)cc1C1CC1	1	4	-2.1	-0.5	-1.6	0.2	.	-0.9	1
COc1ccccc1NC(=O)Nc1nn(C)c2cccc(N(C)C)c12	3	12	0.7	-0.4	2.7	2.5	.	1.4	13

By substructure, the compounds so far containing an aryl thioether with sulfur outside any ring
SMILES	GDH-TPI counter	Yp Topo-I inh	FadD28 FP inh	BH1578 lux ind	Mtb UGM inh	TcdB inh	BioA inh	PfHsp40 rescue	FBA Mtb inh
CC(=O)N(C)Cc1ccc(C(=O)CSc2nnc(C3CC3)n2C2CC2)cc1	1	1	0.7	i	-1.2	-7.3	-0.6	1.2	4
O=C(CSc1ccc(Br)cc1)N1CCOCC1	1	6	-0.2	-7.7	0.1	0.6	-0.8	-1.9	6
Cc1ccc(C)c(OCCSc2nnc(C)c(=O)[nH]2)c1	-3	7	-3.8	-0.4	1.6	-0.8	.	-0.5	0
CCCn1c(SCC(=O)NNC(=O)c2ccccc2)nnc1-c1cccnc1	10	4	-1.3	-3.2	3.3	-0.8	.	0.1	4
NC(=O)C1CCN(C(=O)CSc2ccccn2)CC1	-7	1	-2.0	-0.5	-2.4	.	-0.9	0.9	-1
O=C(CCNS(=O)(=O)c1ccccc1C(F)(F)F)NCCCSc1ccccc1	-1	3	-1.6	1.0	2.1	-0.9	0.3	-0.6	4
CCN(CC)c1ccc(S(=O)(=O)N2CCOCC2)cc1NC(=O)COC(=O)c1cccnc1SC	6	10	-0.5	i	6.7	2.2	0.4	3.6	-1
Cc1ccc(-n2ncc3c(=O)[nH]c(SCC(=O)N4CCC(C)CC4)nc32)cc1C	2	0	-3.1	-0.3	.	-0.7	0.5	2.0	4
CCn1c(=O)cc(SCC(=O)N2CCN(C)CC2)c2ccccc21	15	5	-2.5	-0.6	0.1	.	0.1	4.4	5
